# Screens deposited in PubChem by Sanford-Burnham Center for Chemical Genomics.
# SENP1 FRET inh: inhibitors of human SENP1 SUMO protease catalytic domain. Q9P0U3. recombinant SENP1 catalytic domain, CyPet-SUMO1-YPet FRET cleavage. inhibition, % at 10 µM. 360,000 tested, 0.21% active. AID 624204;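 active means inhibition at least 30% at 10 µM, raw YFP signal under a set limit, fluorescence ratio 0.5 to 1.5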;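 further: 0% = enzyme with DMSO and 100% = no enzyme wells; some results filed as inactive read as strong as hits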
#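 Compound: 10 µM single point, 0.5% DMSO; Test system: hSENP1 catalytic domain, recombinant; Timing: 50 min reaction at room temperature; Technique: FRET, CFP and YFP emission; Control set: no-enzyme wells low, DMSO-plus-enzyme wells high control.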
# SENP8 block-1: inhibitors of human SENP8 protease; Q96LD8; recombinant SENP8, Nedd8 substrate fluorescence; inhibition, % at 20 µM; 360,000 tested, 0.64% active; AID 602440; in the data active means inhibition mostly above about 40%, no sharp cut-off; inactive means mostly below about 27%
# SENP8 block-2: SENP8 protease inhibition | Q96LD8 | purified SENP8, Z-RLRGG-aminoluciferin cleavage, luminescence | inhibition, % at 10 µM | 330,000 tested, 1.2% active | AID 2540; in the data active means inhibition above about 50%
# Apaf1 inhib: blocks human Apaf-1 apoptosome activity; AID 489030; 330,000 tested, 0.71% active; inhibition, % at 20 µM; O14727; reconstituted apoptosome caspase-3 activity, DEVD-Rh110 fluorescence; active means inhibition of at least 40% at 20 µM;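 further: plate controls were DMSO wells for no effect and DEVD-CHO caspase inhibitor wells for full effect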
#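 System: Apoptosome proteins | Medium: Hepes pH 7.5 with detergent and BSA | Also added: Cytochrome c trigger plus (Z-DEVD)2-Rh110 caspase-3 substrate | Incubation: 30 min compound preincubation, 50 min activation, room temperature | Detection: Rhodamine 110 fluorescence at Ex 480/Em 540 nm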
# SENP6 block: blocks the human protease SENP6 | Recombinant SENP6 catalytic domain, aminoluciferin luminescence | inhibition, % at 10 µM | 330,000 tested, 1.8% active | AID 2599;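 active means inhibition above about 50% at the single tested dose, limit read from the data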;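 further: plate controls were DMSO wells with enzyme for no effect and DMSO wells lacking enzyme for full effect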
# Target sequence (Q9GZR1 628-1112 limits assumed): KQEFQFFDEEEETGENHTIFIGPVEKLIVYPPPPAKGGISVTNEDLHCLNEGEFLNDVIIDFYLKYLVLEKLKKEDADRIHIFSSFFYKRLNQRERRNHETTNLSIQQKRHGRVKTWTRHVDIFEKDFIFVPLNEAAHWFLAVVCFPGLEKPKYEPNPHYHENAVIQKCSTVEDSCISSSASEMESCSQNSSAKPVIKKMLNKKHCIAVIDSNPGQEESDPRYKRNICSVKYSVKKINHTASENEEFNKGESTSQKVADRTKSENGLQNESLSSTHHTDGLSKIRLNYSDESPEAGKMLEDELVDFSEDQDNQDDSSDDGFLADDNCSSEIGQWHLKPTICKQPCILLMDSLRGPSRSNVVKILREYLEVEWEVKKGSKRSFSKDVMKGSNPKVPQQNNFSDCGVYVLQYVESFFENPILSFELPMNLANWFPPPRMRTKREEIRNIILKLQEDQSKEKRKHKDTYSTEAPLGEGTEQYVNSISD
# A3G deaminase: blocks human APOBEC3G single-stranded DNA deamination; Q9HC16; recombinant A3G, ssDNA deamination FAM/TAMRA fluorescence; inhibition, % at 20 µM; 330,000 tested, 0.28% active; AID 493012;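 active means inhibition of at least 40% at 20 µM, with no more than 30% in the related APOBEC3A deaminase screen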;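 further: plate controls were DMSO wells with A3G for no effect and wells lacking A3G enzyme for full effect; some compounds called inactive have numbers as strong as hits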
# SENP7 block: SENP7 protease inhibition. recombinant SENP7, Z-RLRGG-aminoluciferin luminescence, 40 min. Q9BQF6. inhibition, % at 5 µM. 330,000 tested, 1.5% active. AID 434973;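 active means inhibition above about 50% at the single test dose, limit read from the data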;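 further: plate controls were DMSO with enzyme for no effect and no enzyme buffer wells for full effect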
# Target sequence (Q9BQF6 706-1050 limits assumed): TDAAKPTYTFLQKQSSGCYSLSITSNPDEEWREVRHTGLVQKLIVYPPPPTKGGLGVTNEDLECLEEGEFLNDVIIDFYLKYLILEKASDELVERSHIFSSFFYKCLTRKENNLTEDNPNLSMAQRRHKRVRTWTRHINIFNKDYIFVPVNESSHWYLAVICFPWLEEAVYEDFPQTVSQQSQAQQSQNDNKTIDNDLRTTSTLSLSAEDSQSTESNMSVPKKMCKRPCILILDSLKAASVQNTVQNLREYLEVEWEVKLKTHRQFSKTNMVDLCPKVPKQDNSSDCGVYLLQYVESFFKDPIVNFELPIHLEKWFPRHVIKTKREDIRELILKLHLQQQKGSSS
# UBC13 polyUb: human UBC13 polyubiquitination inhibition | P61088 | UBC13 polyubiquitin chain formation, TR-FRET | inhibition, % at 20 µM | 330,000 tested, 0.47% active; in the data active means inhibition above about 45%, passing the limit was not always enough
# Target sequence (P61088 whole entry, looked up): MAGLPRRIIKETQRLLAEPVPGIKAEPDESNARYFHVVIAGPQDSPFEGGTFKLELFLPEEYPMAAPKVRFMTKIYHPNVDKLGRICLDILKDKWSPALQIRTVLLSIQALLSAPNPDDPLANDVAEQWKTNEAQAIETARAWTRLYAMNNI
# Numbers without * were called inactive; / = no result given.
SMILES,SENP1 FRET inh,SENP8 block-1,SENP8 block-2,Apaf1 inhib,SENP6 block,A3G deaminase,SENP7 block,UBC13 polyUb
CC(C)CCn1c(SCc2ccc(Cl)cc2)nc2c1c(=O)[nH]c(=O)n2C,2,14,-15,10,-1,19,-8,-1
COc1ccc(S(=O)(=O)Nc2cc3c4c(c2)CCN4C(=O)CC3)cc1OC,0,-2,-9,5,-12,-8,-7,-5
CC1(C)CC(=O)C2=C(C1)N(CCN1CCOCC1)C1=C(C(=O)CC(C)(C)C1)C2c1ccc(Cl)c([N+](=O)[O-])c1,-33,-49,1,7,0,-2,9,-7
CCOc1cc2c(cc1OCC)C(C(=O)O)C(c1cc(OC)c(OC)c(OC)c1)N(C)C2=O (configuration not stated),-1,26,2,-11,6,-8,-1,-3
COC(=O)c1sc(SC)nc1N,/,/,-11,-13,-6,-6,-9,4
Cn1c(=O)[nH]c2sc3c(c2c1=O)CC(C)(C)OC3,1,1,-2,16,-2,-3,5,-4
CC(C)[C@H](NC(=O)N1CC(=O)Nc2ccccc21)C(=O)N[C@H](C(=O)O)c1ccccc1,-1,16,8,8,13,16,-3,-6
Cc1csc(NC(=O)/C=C/c2ccc3c(c2)OCO3)n1,0,-64,38,6,77*,-1,61*,2
Cc1ccc(C(=O)Nc2c(C(=O)NCc3ccco3)cnn2-c2ccccc2)cc1,0,6,-4,-23,-2,-1,-5,-6
CCCCOC(=O)Nc1nnc(CC)s1,1,12,4,-8,-28,2,0,3

# Single records, as listed above:
# COC(=O)c1sc(SC)nc1N across the screens: SENP1 FRET inh: /; SENP8 block-1: /; SENP8 block-2: -11; Apaf1 inhib: -13; SENP6 block: -6; A3G deaminase: -6; SENP7 block: -9; UBC13 polyUb: 4
# CC1(C)CC(=O)C2=C(C1)N(CCN1CCOCC1)C1=C(C(=O)CC(C)(C)C1)C2c1ccc(Cl)c([N+](=O)[O-])c1 across the screens: SENP1 FRET inh: -33; SENP8 block-1: -49; SENP8 block-2: 1; Apaf1 inhib: 7; SENP6 block: 0; A3G deaminase: -2; SENP7 block: 9; UBC13 polyUb: -7

# Other records
SMILES,SENP1 FRET inh,SENP8 block-1,SENP8 block-2,Apaf1 inhib,SENP6 block,A3G deaminase,SENP7 block,UBC13 polyUb
COc1ccccc1N1CCN(C(=O)C2CC2)CC1,1,16,-10,3,-1,-7,-2,-4
Cc1ccc(S(=O)(=O)N(C)C)cc1NC(=O)COc1ccc(-c2nnco2)cc1,3,19,0,-10,8,-4,4,13
Cc1ccc(C)c(S(=O)(=O)N2CCN(C(=O)Cn3cnc4c3c(=O)n(C)c(=O)n4C)CC2)c1,0,8,10,-6,8,-7,2,-2
Cc1ccc(Nc2nc3ccccc3o2)cc1F,0,16,78*,7,88*,-6,87*,10
C=CCc1ccc(OCCCN2CCCC(C)C2)c(OC)c1 (configuration not stated),0,25,-1,6,-19,-1,-3,0
COc1cccc(/C=N/c2nc3ccccc3[nH]2)c1O,3,9,-6,4,15,-5,-4,-3
CCOc1ccc2[nH]c(=O)c(C(c3nnnn3C3CCCCC3)N3CCN(CC)CC3)cc2c1 (configuration not stated),1,11,5,-2,11,-5,3,10
CC(C)c1ccc(OCC(=O)NNC(=S)NC(=O)c2cccs2)c(Br)c1,3,4,-8,-4,-11,-11,-5,-4
CC1(C)CC(NC(=O)Nc2ccc([N+](=O)[O-])cc2)CC(C)(C)N1,-1,13,-4,11,-9,0,2,-12
CCCCNC(=O)c1onc(CSc2ccccc2)c1C(=O)NCCCC,-1,15,4,2,-11,-6,1,18
Cc1ccc(S(=O)(=O)NCC(=O)OCCOc2ccccc2F)cc1,1,4,-14,9,-2,-7,-14,-7
CCOc1ccc(-n2c(O)cc(=O)[nH]c2=O)cc1,0,1,10,-23,-6,-8,-1,1
O=C(CN1CCN(c2ccc(F)cc2)CC1)N1N=CCC1c1ccccc1 (configuration not stated),3,14,-5,-23,-10,-5,7,2
CC1(C)CC(=O)C2=C(C1)Nc1[nH]c(=S)[nH]c(=O)c1C2c1ccccc1 (configuration not stated),-28,-65,-7,4,-4,11,3,10
COc1cccc(NC(=S)N(CCc2c(C)[nH]c3ccccc23)Cc2ccco2)c1,-2,6,4,10,-5,-2,-5,-1
CC(=O)N1CCN(C(=O)c2cccc(S(=O)(=O)N3CCN(c4ccccc4)CC3)c2)CC1,0,4,-1,4,7,-6,3,3
CCOC(=O)C1CN(S(=O)(=O)c2ccc(C)cc2)c2ccccc2O1 (configuration not stated),0,22,-1,11,7,1,-15,-1
COC(=O)c1ccc(CN2CCC(Oc3ccc(C(=O)N4CCCCC4)cc3)CC2)cc1,-1,12,-7,3,-8,-6,-5,-9
Cc1cc(=O)oc2cc(OCC(=O)OCC(=O)N(C)C3CCS(=O)(=O)C3)ccc12 (configuration not stated),2,-114,2,-14,-11,10,5,-1
COc1ccc2nc(N3CCCC(C(=O)NCCc4ccc(OC)c(OC)c4)C3)sc2c1 (configuration not stated),4,6,-1,7,-16,-10,-4,4
COc1ccc(Br)cc1C(=O)Nc1cccc(C)c1,0,3,-6,10,-24,-1,6,13
CS(=O)(=O)Nc1ccc([N+](=O)[O-])cc1Oc1ccccc1,-5,12,11,-11,-8,-9,-1,-12
COc1ccccc1-c1cn[nH]c(=S)n1,3,2,7,-5,7,1,1,-3
COC(=O)c1ccc(NC(=O)Nc2ccc(OC)cc2)cc1,0,7,-16,8,-21,-7,-11,-4
CCc1noc(C)c1C(=O)N(C)CC(=O)Nc1ccccc1Br,-1,9,-2,13,1,-9,-5,7
O=C(NC12CC3CC(CC(C3)C1)C2)c1c(Cl)cccc1Cl,2,5,1,-11,-16,-3,-7,1
Cc1ccsc1/C=C1\SC(N2CCOCC2)=NC1=O,-2,7,11,10,30,-5,-14,-15
C=CCNc1nnc(Cc2ccc(C(C)C)cc2)c(=O)[nH]1,5,10,-1,1,-5,-2,-4,4
O=C(NCC(=O)N1CCN(c2ccccc2O)CC1)c1ccco1,0,16,-3,7,-5,-3,-10,2
CC1CCc2c(sc(NC(=O)CCC(=O)O)c2C(=O)NC2CC2)C1 (configuration not stated),0,0,0,7,12,26,-6,-3
O=C(CNC(=O)c1ccccc1)Nc1ccsc1C(=O)O,2,2,0,1,-7,-5,2,-2
Cc1oc(S(=O)(=O)N(C)C)cc1C(=O)Nc1ccc(F)cc1,3,0,2,-26,7,-2,-2,7
CC(=O)Nc1ccc(S(=O)(=O)Nc2nc3ccccc3nc2N2CCCC2)cc1,-16,-291,1,10,-15,-5,-6,-3
COc1ccc2c(CC(=O)Nc3ccc(OC)c(S(=O)(=O)N4CCOCC4)c3)coc2c1,-5,6,0,6,11,-5,6,30
CCOc1ccccc1NC(=O)Cc1c(F)cccc1Cl,3,18,-11,-3,-8,-7,-6,-3
COc1cccc(C2C(C#N)=C(N)Oc3c2oc(CO)cc3=O)c1 (configuration not stated),12,14,3,-4,3,-7,-1,3
O=C(OC1CCCCC1=O)c1cc(Cl)ccc1[N+](=O)[O-] (configuration not stated),3,13,4,5,-1,2,6,2
CCN(C(=O)COC(=O)C1CCN(S(=O)(=O)c2ccc(C)c(C)c2)CC1)C1CCCCC1,2,7,-22,37,-23,-5,-11,-2
O=C(CSc1ncnc2c1cnn2Cc1ccccc1)Nc1ccc2c(c1)OCCO2,0,2,5,0,-4,-7,5,16
COc1cc(OC)cc(C(=O)NC(=S)Nc2nnn(C)n2)c1,-3,1,2,-4,-16,9,5,5

# 4 records picked at random from those above, as already listed:
SMILES,SENP1 FRET inh,SENP8 block-1,SENP8 block-2,Apaf1 inhib,SENP6 block,A3G deaminase,SENP7 block,UBC13 polyUb
CC(C)[C@H](NC(=O)N1CC(=O)Nc2ccccc21)C(=O)N[C@H](C(=O)O)c1ccccc1,-1,16,8,8,13,16,-3,-6
O=C(CSc1ncnc2c1cnn2Cc1ccccc1)Nc1ccc2c(c1)OCCO2,0,2,5,0,-4,-7,5,16
CCCCOC(=O)Nc1nnc(CC)s1,1,12,4,-8,-28,2,0,3
Cc1oc(S(=O)(=O)N(C)C)cc1C(=O)Nc1ccc(F)cc1,3,0,2,-26,7,-2,-2,7

# Continued.
SMILES,SENP1 FRET inh,SENP8 block-1,SENP8 block-2,Apaf1 inhib,SENP6 block,A3G deaminase,SENP7 block,UBC13 polyUb
COc1ccc(Nc2c3ccccc3nc3ccccc23)cc1,-48,-116,-3,4,19,-2,3,-54
O=C(Nc1ccc(Cc2ccncc2)cc1)C1CCC(N2C(=O)C3C4C=CC(C4)C3C2=O)CC1 (configuration not stated),2,28,-11,-9,-9,-4,-3,1
CC(C)(C)C(=O)NCCCNc1ccc([N+](=O)[O-])cc1,-1,20,-8,3,-26,-7,-2,-2
Cc1nn(C)cc1/C=N/O,1,3,-1,5,-9,26,8,-11
O=C(NC(=S)Nc1ccc(Cl)c(C(=O)O)c1)c1cncc(Br)c1,-1,17,2,-4,-1,-8,0,6
Cc1ccc(-c2c(C#N)c(N)n(-c3ccccc3)c(=O)c2C#N)cc1,0,-48,-7,5,6,-7,-11,-7
CC(Sc1ncc(C(F)(F)F)cc1Cl)C(=O)NCC1CCCO1 (configuration not stated),1,10,-8,7,-23,-5,-3,-8
O=C(c1cccc(S(=O)(=O)N2CCN(c3ccc(F)cc3)CC2)c1)N1CCCC(C(F)(F)F)C1 (configuration not stated),2,12,-9,18,-10,-3,3,1
Fc1ccc(/C=N/N2CCOCC2)c(F)c1,2,21,-3,-2,-48,-5,0,5
COc1ccccc1N(CC(=O)NCCSC(C)(C)C)S(C)(=O)=O,2,16,3,-26,8,0,7,-2
Cc1c(Cc2ccc3c(c2)OCO3)sc(NC(=O)c2ccccc2)c1C(N)=O,-2,-186,1,4,-17,0,3,5
CCC(=O)N(Cc1cc2ccccc2[nH]c1=O)c1ccc(OC)cc1,-1,-2,-9,-6,-11,-3,5,0
CCCCCC(=O)N1CC2(CC(c3cccc(NC(=O)COc4ccc(Cl)cc4)c3)=NO2)C[C@@H]1C(N)=O (some centres not stated),1,0,-6,24,-3,10,7,21
CCCCn1c(=O)[nH]c(=O)c2c1nc(-c1ccncc1)n2CCOC,-1,-470,-11,-3,-16,-3,-5,1
Oc1ccc(Nc2nc(Cl)nc(NCc3ccco3)n2)cc1,0,15,-3,-26,4,-6,0,13
O=C(COc1ccc2c(c1)oc(=O)c1ccccc12)N[C@@H](Cc1ccccc1)C(=O)O,4,-202,-3,9,-2,6,1,10
Cn1c(Cn2cnc([N+](=O)[O-])n2)nnc1SCC(=O)Nc1ccccc1,0,23,-14,-2,-14,-1,-9,-6
O=C(Nc1ccc(-c2cnco2)cc1)c1ccccc1,0,18,-2,7,15,15,13,2
COc1ccc(C(CNC(=O)c2oc3ccc(Br)cc3c2C)N2CCCCC2)cc1 (configuration not stated),-1,6,-2,17,1,-2,4,15
COc1ccc2ccccc2c1C1CC(=O)N2CN(C)CSC2=C1C#N (configuration not stated),2,42*,4,71*,14,-3,-1,-21
O=C(O)c1cc(S(=O)(=O)N(Cc2ccccc2)c2cccc(C(F)(F)F)c2)ccc1Cl,2,4,2,12,7,-8,6,2
COC(=O)c1[nH]c2c(c1C)C(=O)CC(c1cccc(OC)c1)C2 (configuration not stated),2,23,1,3,-14,-8,6,4
C=CC[C@H](CC(=O)NCCO)C(=O)NCCOC(=O)[C@@H](CC=C)Cc1ccc(F)cc1,3,20,7,-2,-9,-8,1,-5
COc1cc(OC)cc(C(=O)NC2CCN(Cc3nnnn3Cc3cccs3)CC2)c1,0,14,-2,7,-3,-4,7,-2
c1ccc(Cn2nnnc2C(c2ccccn2)N2CCOCC2)cc1 (configuration not stated),4,-8,1,-26,-20,-8,11,3
COc1ccc(/C=C/c2c(-c3cccc(C)c3)oc3ccc(N4CCOCC4)cc23)cc1,-2,-464,7,10,-4,4,1,8
